# Source: PubChem
# FLuc counter: inhibits or activates purified firefly luciferase, miR-21 counter-screen; actives 6.9% (n = 360,000); P08659; purified FLuc, Km substrates, luminescence inhibition; Potency, µM (series often up to 57.5 µM), for the others: at the highest dose activity change, negative = inhibition, usual class: inhibitors;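 also: potency is read from the fitted curve at half-maximal effect; plate controls were vehicle for no effect and reference inhibitor for full effect; nearly all actives have a fitted effect of over 55% in size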
# Target sequence (P08659 whole entry, looked up): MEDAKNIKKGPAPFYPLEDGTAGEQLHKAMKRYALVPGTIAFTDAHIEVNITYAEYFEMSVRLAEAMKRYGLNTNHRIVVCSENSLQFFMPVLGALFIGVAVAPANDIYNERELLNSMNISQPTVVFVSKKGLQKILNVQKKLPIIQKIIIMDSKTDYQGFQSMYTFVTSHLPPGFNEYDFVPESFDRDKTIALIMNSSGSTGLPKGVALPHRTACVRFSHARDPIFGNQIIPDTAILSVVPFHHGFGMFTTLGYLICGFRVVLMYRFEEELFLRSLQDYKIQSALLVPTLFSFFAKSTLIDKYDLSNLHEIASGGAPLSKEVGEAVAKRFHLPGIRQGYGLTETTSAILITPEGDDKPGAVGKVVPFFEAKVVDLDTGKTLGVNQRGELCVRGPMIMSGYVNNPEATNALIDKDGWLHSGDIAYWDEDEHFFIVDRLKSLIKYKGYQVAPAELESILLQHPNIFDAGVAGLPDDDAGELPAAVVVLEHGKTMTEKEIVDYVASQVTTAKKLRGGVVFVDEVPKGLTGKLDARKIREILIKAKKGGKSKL
#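 Purified P. pyralis luciferase (10nM final) with 10uM D-luciferin and 10uM ATP (Km levels) in 50mM Tris acetate pH 7.5, 10mM Mg acetate, 0.01% Tween-20, 0.05% BSA; qHTS 6-point titration, ~60 µM downward; luminescence read.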
# Gal4-VP16 FLuc: inhibits Gal4-VP16 luciferase reporter, ROR gamma counter-screen. Drosophila S2 Gal4-VP16 UAS-luciferase, luminescence, 20 h. Potency, µM (doses to about 53.6 µM), inactives show at the highest dose activity, negative = inhibition, most hits filed as inhibitors. actives 3.5% (n = 310,000);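 also: Gal4-VP16 expression switched on by copper sulfate through the metallothionein promoter; potency is read from the fitted curve at half-maximal effect; % is scaled to controls: 0 for no effect and ±100 for the full control effect; nearly all actives have a fitted effect of over 50% in size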
# Menin MLL FP TR: menin-MLL binding inhibition, Texas Red mutant peptide. O00255. Menin + Texas Red MLL mutant peptide, fluorescence polarization. Potency, µM (doses to about 61.6 µM), for inactives: at the highest dose FP activity change, negative = inhibition, actives largely listed as inhibitors. actives 0.23% (n = 270,000); active = well fitted inhibition curve with a large enough effect in the polarisation, with a control signal flat, not every such curve was filed as active; inconclusive = small, poorly fitted or top-dose-only effect, or effect the other way, or a change in a side signal; inactive = no such curve, though single readings can be large or run the other way; the % refers to the polarisation; also: potency is read from the fitted curve at half-maximal effect; % of control where 0% means no effect; many of its hits are not listed in these tables
# MBNL1 CUG block: MBNL1-poly(CUG) RNA binding inhibition. Q9NR56. TR-FRET MBNL1-His/biotin-(CUG)12 binding, 665/545 ratio. Potency, µM (series often up to 57.5 µM), for the others: at the highest dose activity change, negative = inhibition, hits mostly inhibitors. actives 0.036% (n = 280,000); active = well fitted inhibition curve with a large enough effect in the signal ratio, with a control signal flat, not every such curve was filed as active; inconclusive = small, poorly fitted or top-dose-only effect, or effect the other way, or a change in a side signal; inactive = no such curve, though single readings can be large or run the other way; the % refers to the signal ratio; also: potency is read from the fitted curve at half-maximal effect; % is scaled to controls: 0 for no effect and ±100 for the full control effect
# Target sequence (Q9NR56 whole entry, looked up): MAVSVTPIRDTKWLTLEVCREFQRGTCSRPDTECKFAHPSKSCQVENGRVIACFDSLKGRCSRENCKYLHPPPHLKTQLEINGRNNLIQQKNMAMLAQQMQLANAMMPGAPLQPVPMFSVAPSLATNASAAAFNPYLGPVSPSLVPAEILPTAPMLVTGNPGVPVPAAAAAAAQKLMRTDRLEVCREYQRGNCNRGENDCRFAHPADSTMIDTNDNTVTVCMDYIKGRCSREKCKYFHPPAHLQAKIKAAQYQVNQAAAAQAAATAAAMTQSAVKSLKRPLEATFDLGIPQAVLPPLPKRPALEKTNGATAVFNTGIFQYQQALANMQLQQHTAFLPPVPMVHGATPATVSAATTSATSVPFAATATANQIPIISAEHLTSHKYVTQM
#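 Ratiometric TR-FRET (665 over 545 nm, excitation 340 nm) tracks disruption of MBNL1-His/biotin-(CUG)12 complex after 60 min at room temperature, with compounds at 92 nM to 58 uM final.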
# PKM2 activator: PKM2 (human) enzyme activation; P14618; purified PKM2, Kinase-Glo ATP luminescence, activation; response scale: 0% is enzyme alone, no compound; Potency, µM (titrated, usually from 57.5 µM), for the others: at the highest dose activation, most hits filed as activators; actives 0.34% (n = 260,000); AID 1631; also: potency is read from the fitted curve at half-maximal effect; % is scaled to controls: 0 for no effect and ±100 for the full control effect; nearly all actives have a fitted effect of over 55% in size
#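 Kinase-Glo luminescence reports ATP generated from ADP (0.1 mM) and PEP (0.5 mM) by purified hPK-M2 after 1 h at room temperature, pH 7.2 imidazole buffer; intermediate enzyme activity allows detecting inhibitors and activators.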
# Mito fusion yeast: blocks mitochondrial division or promotes mitochondrial fusion | actives 0.23% (n = 320,000) | Potency, µM (top dose mostly 46.1 µM), inactives show top-dose growth rescue (activation), most hits filed as activators | AID 485298 | S. cerevisiae fusion-defective mutant growth rescue, CellTiterGlo 48 h;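 also: potency is read from the fitted curve at half-maximal effect; % of control where 0% means no effect; nearly all actives have a fitted effect of over 45% in size; temperature-sensitive fusion mutants such as fzo1-1 at 37 °C on non-fermentable ethanol glycerol medium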
#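 Growth-rescue viability read-out: after 48 h at the non-permissive 37C in glycerol/ethanol YPEG, yeast mitochondrial fusion mutants are measured by CellTiterGlo luminescence; compounds (23 nl pinned per well) restoring growth score as division inhibitors or fusion activators.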
# KCNH2 3.1 inh: inhibitors of human KCNH2 3.1 potassium channel isoform | U2OS KCNH2 3.1, thallium flux FluxOr; stronger effect = lower value | activity change, % (tested at about 1.8 µM) | actives 0.95% (n = 340,000);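 active = maximum activity change below -70%; inconclusive = maximum activity change from -70% to -50%; inactive = maximum activity change above -50%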;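 also: thallium influx rate constant from kinetic fluorescence after stimulation buffer; % is scaled to controls: 0 for no effect and ±100 for the full control effect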
#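 Thallium flux read-out: FluxOr dye with Red40 quencher in HBSS/HEPES, 45 min at RT. Rate constants from kinetic reads were normalized to positive and negative DMSO controls. Cells: U2OS virally expressing the 3.1 isoform.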
# RORgamma inh: ROR gamma (mouse) transcription inhibition | Drosophila S2 Gal4-RORgamma UAS-luciferase reporter, 20 h | actives 5.4% (n = 310,000) | Potency, µM (top dose mostly 53.6 µM), inactives show top-dose activity change, negative = inhibition, actives largely listed as inhibitors | AID 2551; also: potency is read from the fitted curve at half-maximal effect; % is scaled to controls: 0 for no effect and ±100 for the full control effect; nearly all actives have a fitted effect of over 60% in size
#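 Read-out: Photinus luciferase luminescence; inhibitors lower reporter signal. Insect Schneider cells with Gal4-ROR gamma fusion under metallothionein promoter, UAS reporter; 700 uM final copper sulfate induction, 20 hr, ambient temperature.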
# Rab9 prom act: activates the Rab9 promoter; Potency, µM (titrated, usually from 9.22 µM), inactives show at the highest dose activation, negative = inhibition, usual class: activators; actives 2.8% (n = 320,000); Huh7 Rab9 promoter-luciferase reporter, luminescence, 24 h; AID 485297; also: potency is read from the fitted curve at half-maximal effect; % of control where 0% means no effect; nearly all actives have a fitted effect of over 60% in size
#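 Luminescence read-out: Huh7 cells stably expressing Rab9-luciferase, treated 24 h with compound at 37 °C, then lysed with luciferase reagent for 10 min at ambient before reading.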
# NPC1 promoter act: activators of NPC1 promoter; Huh7 NPC1 promoter luciferase reporter, 24 h; Potency, µM (doses to about 9.22 µM), inactives show at the top dose activation, hits mostly activators; actives 2.4% (n = 320,000);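 also: potency is read from the fitted curve at half-maximal effect; % of control where 0% means no effect; nearly all actives have a fitted effect of over 60% in size; reporter is driven by a mutant NPC1 promoter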
#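 In 1536-well qHTS, Huh7 cells harboring an NPC1 promoter–luciferase construct received compound for 24 h; activation was quantified by luminescence following luciferase reagent addition.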
# ELG1 repair inh: ELG1-dependent DNA repair inhibition | HEK293T ELG1-luciferase reporter, luminescence, 16 h; DNA damage induced by 5-fluorouridine | Potency, µM (titrated, usually from 46.1 µM), for inactives: at the highest dose activity change, negative = inhibition, actives largely listed as inhibitors | actives 2.3% (n = 330,000); also: potency is read from the fitted curve at half-maximal effect; % is scaled to controls: 0 for no effect and ±100 for the full control effect; nearly all actives have a fitted effect of over 55% in size
#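 Reporter activity after DNA damage by 5-fluorouridine is monitored. Compound-treated cells incubate 16 hr at 37 °C, then ONE-Glo is added for 30 min before luminescence reading.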
# Starred values were filed as active, the others as inactive; ? = inconclusive; nt = no result given; & = joins results of further samples; [ ] = dose if it differs, or a comment. Unless noted, calls follow the shape of the dose curve; as a rule, active = well fitted curve in the direction sought with a large enough effect; inconclusive = small, poorly fitted or top-dose-only effect, or another doubt; inactive = no such curve, though single readings can be large; an effect the other way counts as inactive or inconclusive. Not all compounds are listed; count on the stated rates, not on these rows.
SMILES,FLuc counter,Gal4-VP16 FLuc,Menin MLL FP TR,MBNL1 CUG block,PKM2 activator,Mito fusion yeast,KCNH2 3.1 inh,RORgamma inh,Rab9 prom act,NPC1 promoter act,ELG1 repair inh
CN1C(=O)[C@@H]2[C@@H]3C[C@@H]([C@H]4ON=C(c5ccc(Cl)cc5Cl)[C@@H]34)[C@@H]2C1=O,-8.2%,-9.5%,4.7%,-9.0%,-3.1%,2.3%,10.7,?,-3.4%,-1.1%,?
Cc1ccc2c(c1)N(Cc1ccc([N+](=O)[O-])cc1)C=NS2(=O)=O,0.2%,0.3%,34.5%[activator],?,nt,-2.9%,-7.9,30.8%,1.9%,-1.2%,-14.8%
CCC(=O)Nc1nc2ccccc2n1Cc1ccc(C)cc1,5.3%,0.891µM*,-15.5%,-3.2%,1.8%,-2.2%,4.0,0.398µM*,0.1%,2.0%,-8.1%
CCC(C(=O)NC(C)(C)C)N(Cc1ccc(F)cc1)C(=O)c1snc(C(N)=O)c1N (stereo unspecified),-6.3%,-17.6%,-4.7%,?,-1.1%,-0.7%,4.2,?,-2.9%,0.7%,-16.2%
CC1=C(C)CC2C(=O)N(Cc3ccccc3)C(=O)C2C1 (stereo unspecified),5.3%,6.7%,-0.3%,3.7%,-1.5%,3.2%,-1.1,-8.1%,-3.7%,1.9%,-1.7%
COc1cc2[nH]c(=O)n(CCC(=O)NCCCN3CCN(c4ccccc4F)CC3)c(=O)c2cc1OC,-3.2%,1.4%,-17.4%,nt,0.2%,-5.6%,3.3,-2.5%,-1.4%,-2.8%,1.3%
Cc1ccc(C(=O)N/N=C/c2ccc(-c3ccccc3[N+](=O)[O-])o2)cn1,-13.2%,1.2%,?,?,-3.7%,11.4%,2.1,18.1%,-2.2%,1.4%,-13.2%
CC1CCCCN1CCNC(=O)C1CCN(S(=O)(=O)c2cccc3cccnc23)CC1 (stereo unspecified),0.7%,-1.5%,-10.8%,-5.0%,12.7%,-3.6%,?,11.2%,-4.6%,-0.9%,3.4%
COC(=O)c1ccc(Oc2ccc(S(=O)(=O)N3CCCCC3)cc2N)cc1,3.3%,?,3.7%,-4.5%,nt,-13.0%,2.6,?,-1.7%[1.84 µM],-19.3%,0.0%
COc1cccc(CNC(=O)C2CSC3(C)CCC(=O)N23)c1 (stereo unspecified),2.0%,nt,nt,nt,nt,-1.5%,13.4,nt,-3.2%,-0.5%,?
CCOc1ccc(C(=O)Nc2nncs2)cc1OCC,-1.5%,-2.7%[0.365 µM],-0.9%,-10.7%,-7.2%,-1.4%,9.0,-24.4%,-3.4%,0.6%,13.2%
COC(=O)Nc1ccc2c(c1)N(C(=O)CCN1CCN3CCCC3C1)c1ccccc1CC2 (stereo unspecified),4.1%&-1.6%,6.1%,-1.2%&-10.4%,-5.9%&-7.9%,-0.2%&-18.9%,-6.8%&3.5%,4.7&3.8,15.4%[0.365 µM],2.6%&-5.1%,-0.2%&0.2%,-7.0%&12.0%
COc1ccc(Cc2nnc(NCCO)[nH]c2=O)cc1,0.3%,2.2%,13.0%,-0.6%,nt,1.9%,16.3,2.2%,3.3%,-4.4%,18.5%
Cn1c(CNc2ccc(F)cc2)nnc1SCC(=O)NNC(=O)Cc1ccccc1,-13.0%,-1.0%,-8.3%,-0.9%,-2.4%,-5.8%,-11.2,10.6%,-1.4%,-0.1%,-4.2%
CC(C(=O)NC1CCCCCC1)c1ccc([N+](=O)[O-])cc1 (stereo unspecified),-12.8%,-10.8%,0.8%,26.7%,-1.5%,5.0%,-11.3,31.6%,-2.1%,0.7%,4.1%
CCc1cc2c(=O)c(-c3nc4ccccc4n3C)c(C)oc2c(CN(CC)CC)c1O,4.6%,-22.9%,2.7%,-4.3%,2.6%,-2.2%,10.1,5.0%,2.5%,0.6%,0.3%
Cc1nn(-c2ccccc2)c2c1C(O)CC(C)(C)C2 (stereo unspecified),0.8%,3.1%,-6.2%,-6.7%,nt,6.6%,17.9,6.7%,-2.2%,-2.4%,0.7%
CC(=O)c1cccc(S(=O)(=O)N2CCCC(c3nc4c(nnn4Cc4cccc(Cl)c4)c(=O)[nH]3)C2)c1 (stereo unspecified),0.6%,-6.4%,8.8%,4.6%,-4.1%,-10.7%,2.1,0.6%,-5.2%,-4.1%,?
Cc1ccc2c(c1)[C@@H]1CN(C)CC[C@@H]1N2S(=O)(=O)c1ccc([N+](=O)[O-])cc1,6.4%,-11.9%,-11.6%,?,-7.0%,-5.0%,-16.8,-6.3%,6.7%,-1.7%,?
Cc1ccc(NC(=O)CCc2c(C)[nH]c(=O)c(C#N)c2C)cc1,1.4%,-19.4%,1.5%,-18.3%,-0.8%,6.3%,-7.7,-3.0%,2.2%,13.7%,5.9%
CCOc1cc(C(N)=O)cc(OCC)c1OCC,1.8%,-8.9%,0.2%,2.8%,-5.8%,-2.2%,6.3,-1.8%,-7.6%,2.7%,1.9%
O=C(Nc1cccc(Cl)c1Cl)c1ccccc1OCC(=O)N1CCOCC1,-13.2%,28.5%,9.3%,11.4%,1.4%,0.3%,0.6,33.5%,-0.8%,2.3%,6.4%
COc1ccc2ccccc2c1CN(C)Cc1ccccc1,-1.6%,3.2%,-12.1%,8.1%,4.7%,-4.7%,-7.2,-1.0%,-0.8%,-1.6%,-21.7%
CCc1ccccc1NC(=O)c1ccc(S(=O)(=O)NCC2CCCO2)cc1 (stereo unspecified),-2.4%,-2.7%,11.6%,5.0%,-2.9%,9.3%,-7.2,3.1%,3.9%,-3.8%,1.0%
CCOC(=O)C1CCN(CC(O)COc2ccc(C(C)(C)CC)cc2)CC1 (stereo unspecified),-8.8%,-18.8%,-5.8%,-8.9%,-4.1%,11.2%,?,4.1%[10 µM],-3.2%,-2.8%,-17.0%
# Next records follow:
SMILES,FLuc counter,Gal4-VP16 FLuc,Menin MLL FP TR,MBNL1 CUG block,PKM2 activator,Mito fusion yeast,KCNH2 3.1 inh,RORgamma inh,Rab9 prom act,NPC1 promoter act,ELG1 repair inh
O=C(COc1ccc(Cl)cc1Cl)NN=C1CCCCC1,7.57µM*,10.3%,3.8%,-8.2%,5.9%,-2.7%,-3.5,-2.7%,-7.3%,-0.4%,8.0%
O=C(NNc1nc2cc3c(cc2s1)OCCO3)c1ccccc1,9.53µM*,-16.1%,13.5%,-2.5%,2.2%,5.5%,-8.4,3.98µM*,?,?,?
CCN(CC)CCNC(=O)c1ccc(NC(=O)Cc2ccsc2)cc1,3.1%,-8.1%,nt,-5.6%,0.5%,0.5%,5.1,-8.0%,-3.1%,2.1%,12.4%
COc1ccc(CNC(=O)C/C(C)=N/NC(=O)C23CC4CC(CC(C4)C2)C3)cc1,4.9%,-18.6%,-17.9%,-3.7%,0.8%,3.8%,8.7,?,12.1%,0.6%,?
COC(=O)c1c(NC(=O)c2ccc(C)c(S(=O)(=O)Nc3ccccc3C)c2)sc2c1CCCC2,0.3%,0.5%,-2.1%,-0.7%,-0.7%,-5.2%,-6.7,4.7%,-9.9%,-1.9%,-8.8%
O=c1[nH]nc(SCCS(=O)(=O)c2ccc(F)cc2)n1-c1ccc2c(c1)OCCO2,0.5%,6.5%,nt,-10.4%,-9.0%,-2.5%,-0.8,37.9%,-6.5%,1.7%,19.9%
CCCCC1=CC2=C(c3ccco3)C(=O)C(C)(OC(=O)c3ccc(OC)cc3)C(=O)C2=CN1CCCN(CC)CC (stereo unspecified),-2.1%,-1.5%,-8.6%[11.7 µM],?,20.3%[11.5 µM],25.7%,15.1,0.6%,-0.9%,-8.8%,-4.5%
Cn1c(=O)oc2cc(S(=O)(=O)N3CCc4ccccc4C3)ccc21,0.7%,-7.9%,-3.4%,-1.3%,7.2%,4.2%[0.369 µM],-1.3,9.1%,-4.7%,-0.4%,9.9%
C=CCC(CC)C(=O)NC(=O)N1CCCc2ccccc21 (stereo unspecified),-13.0%,-6.3%,-14.8%,-5.7%,-1.4%,-0.1%,1.1,20.6%,1.2%,1.3%,27.8%
